Assay outcomes: PubChem, ICCB-Longwood Screening Facility, Harvard Medical School
PV pol inh = poliovirus RNA polymerase inhibition. P03300. poliovirus polymerase elongation, fluorescence polarization; hits give low values. % elongation, % (compound at 16.7 µg/mL). 150,000 compounds, 0.66% hits; in the data active means % elongation below about 90%; further: some results filed as inactive read as strong as hits
Target sequence (P03300 1749-2209 limits assumed): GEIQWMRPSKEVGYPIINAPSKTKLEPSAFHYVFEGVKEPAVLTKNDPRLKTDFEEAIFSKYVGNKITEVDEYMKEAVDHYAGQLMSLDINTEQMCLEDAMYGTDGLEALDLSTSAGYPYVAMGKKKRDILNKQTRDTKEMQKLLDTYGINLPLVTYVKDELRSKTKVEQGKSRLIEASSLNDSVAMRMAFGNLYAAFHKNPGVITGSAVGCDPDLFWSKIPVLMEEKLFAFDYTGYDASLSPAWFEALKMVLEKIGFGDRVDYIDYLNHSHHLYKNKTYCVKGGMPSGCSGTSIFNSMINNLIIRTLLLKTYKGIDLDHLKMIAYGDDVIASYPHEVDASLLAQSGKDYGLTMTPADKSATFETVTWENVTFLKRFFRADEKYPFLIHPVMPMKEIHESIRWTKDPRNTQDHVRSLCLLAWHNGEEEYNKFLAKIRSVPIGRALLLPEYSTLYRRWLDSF
PV pol inh FP z-score = also measured in PV pol inh; calls as there; z-score; measured here: FP z-score; hits read low
The depositor's hits bear a star; & = joins results of further samples. An excerpt. The share of hits here may be higher or lower than overall.

SMILES	PV pol inh	PV pol inh FP z-score
CN1CCN(C(=O)c2oc3ccccc3c2NC(=O)c2ccccc2)CC1	101.0	0
CCC(C)[C@H](NC(=O)c1ccco1)C(=O)O (some centres not stated)	98.0	-0.9
Cc1[nH]c2ccccc2c1SCCNC(=O)/C=C/c1ccc2c(c1)OCO2	103.0	0.4
CO[C@H]1/C=C/O[C@@]2(C)Oc3c(C)c(O)c4c(O)c(c5c(c4c3C2=O)NC2(CCN(CC(C)C)CC2)N=5)=NC(=O)/C(C)=C\C=C\[C@H](C)[C@H](O)[C@@H](C)[C@@H](O)[C@@H](C)[C@H](OC(C)=O)[C@@H]1C	100.0	0.2
COc1ccc(-c2noc(N3CCC(C(=O)NCc4cccc(Cl)c4)CC3)n2)cc1	104.0	0
CC1(C)CC2(CCO1)OC(=O)CC2C(=O)NC1CCCCC1 (configuration not stated)	104.0	0.4
Cc1ccc(NC(=O)c2ccccc2O)cc1	100.0	-0.1
Cc1ccc2nc(CN3CCN(C/C=C/c4ccccc4)CC3)cn2c1	93.0	-1.5
O=C(OCc1ccccc1)C1CC2C=CC1C2 (configuration not stated)	98.0	-1.6
Cc1onc(-c2c(Cl)cccc2Cl)c1C(=O)c1ccc(F)cc1	102.0	-0.2
Cc1ccc(Cn2nc(C)c(/C=N/NC(=O)c3ccc4c(c3)OCO4)c2C)cc1	100.0	-0.4
COc1ccccc1CNC(=O)c1ccc(N2CCCC2)c(NC(=O)NCc2ccccc2)c1	109.0	0.6
CCCN(CCC)C(=O)Cn1c(=O)n(-c2ccc(Cl)cc2)c(=O)c2c3c(sc21)CCC3	101.0	-0.2
CN1C(=O)SC(CC(=O)O)C1=O (configuration not stated)	102.0	-0.1
Cc1ccc(Cn2c(C(=O)O)c(CNCc3cccs3)c3ccc(C)cc32)cc1	110.0	0.5
CSc1nc2sc3c(c2c(=O)n1-c1ccccc1)CCN(C)C3	99.0	-0.1
NC(N)=Nc1ccc2c(c1)OCCO2	98.0	-0.4
O=c1[nH]c2c(n(C3CCCCC3)c1=O)CCC2	101.0	0.1
Cc1ccc(CCNC(=O)c2ccc3c(c2)N(Cc2cccc(C)c2)C(=O)c2ccccc2S3(=O)=O)cc1	104.0	-0.2
Cc1cc(NCc2ccccc2Cl)n2cnnc2n1	109.0	0.2
CCOC(=O)Cc1c(C(=O)OCC)sc(N)c1C#N	98.0	-0.8
O=C(Cc1ccccc1)Nc1ccc(-c2nnc3n2CCCCC3)cc1	104.0	0.8
Cc1cccc(C(=O)Nc2ccccc2OCc2cc(=O)n3ccccc3n2)c1	107.0	0.2
CNC(=S)NNc1nncc2ccccc12	103.0	1.5
CS(=O)(=O)NN1C(=O)c2ccccc2NC12CCCC2	100.0	-0.2

(cont.)
SMILES	PV pol inh	PV pol inh FP z-score
COc1ccc(-n2nc(C(=O)N3CCC(C)CC3)c3c4ccccc4n(C)c3c2=O)cc1Cl	105.0	0.1
CC1CN(CC(=O)NC(=O)NCc2ccco2)CC(C)O1 (configuration not stated)	97.0	-1.1
CCCN(CCC)CCCNC(=O)C1CCN(c2nc3ccc(CC)cc3s2)CC1	107.0	0.7
CCc1ccc(NC(=O)CN(c2ccc(C)cc2)S(=O)(=O)c2cccs2)cc1	106.0	-0.4
Cc1nn(C(C)C(=O)N2CCN(c3ccc(F)cc3)CC2)c(=O)c2c1sc1ccccc12 (configuration not stated)	110.0	0.1
CCc1ccc2oc(C(=O)Nc3cc(Cl)ccc3OC)cc(=O)c2c1	105.0	-0.4
Cc1cc(C)cc(-n2ccnc2SCC(=O)Nc2nc3ccc(C)cc3s2)c1	106.0	-0.3
O=C(CSCc1ccc(C(=O)O)cc1)Nc1ccccc1	103.0	0.7
O=C1CCSCC1	100.0	-0.1
COc1ccc(-c2cc(C(F)(F)F)nc(SCCC(=O)NCCc3ccccc3)n2)cc1	101.0	-0.2
COc1cc(NS(=O)(=O)c2ccc(NC(=O)c3cccc(F)c3)cc2)nc(OC)n1	100.0	-0.6
Cc1cc(C(=O)/C(C#N)=C/Nc2ccc(Cl)cc2)c(C(F)(F)F)o1	103.0	0.5
CC1c2nc3ccccc3n2C(CC(=O)NCc2ccccn2)C(=O)N1Cc1ccccc1 (configuration not stated)	105.0	2.6
COc1ccc2[nH]c3c(c2c1)CCn1c-3nc2ccccc2c1=O	102.0	0.2
Cc1cccc(-c2noc(CCC(=O)N(C)C)n2)c1	99.0	-0.2
CC1=C(C)CC2C(=O)N(c3ccc(N(C)C)cc3)C(=O)C2C1 (configuration not stated)	103.0	0.5
Cc1cc(C)nc(N2CCCC(C)C2)n1 (configuration not stated)	102.0	0
O=C(CCC1N=C2c3ccccc3N=C(SCC(=O)Nc3ccc(F)cc3)N2C1=O)NCc1cccs1 (configuration not stated)	107.0	0.1
CC12CCC3(C)OCC(COC(=O)Nc4ccccc4)(CO1)N23 (configuration not stated)	106.0	1
COc1ccc(CNC(=O)c2[nH]c(C)c(C(=O)NC3CCCCC3)c2C)cc1	103.0	0.8
Cc1cn2c(=O)c3c4c(sc3nc2s1)CCCC4	98.0	-1.3
CC1C(=O)Nc2ccc(S(=O)(=O)N3CCCCC3)cc2NC1=O (configuration not stated)	111.0	0.2
COc1ccc(/C=C2\SC(=O)N(CCNC(=O)c3cc(S(=O)(=O)N(C)C)ccc3N3CCCC3)C2=O)cc1	97.0	-0.6
COc1ccc(-c2c(-c3ccc(OC)c(OC)c3)c(C)n(C)c2C)cc1OC	117.0	2
CC(C)(C)c1ccc(-c2[nH]nc(NC(=O)c3ccccc3Cl)c2Br)cc1	103.0	-0.3

The results go on.
SMILES	PV pol inh	PV pol inh FP z-score
NC(=O)C1CCN(C(=O)CSc2nc3ccccc3s2)CC1	101.0	0.3
O=S(=O)(NC1CC2CCC1C2)c1ccc(Cl)cc1 (configuration not stated)	103.0	0
CCC(=O)Nc1ccc2nc(SCc3ccccc3)sc2c1	109.0	0.6
O=C(Nc1nnc(S(=O)(=O)Nc2ccccc2)s1)c1ccccc1Cl	112.0	0.9
Cc1ccc(Cl)cc1N1CCN(C(c2ccc(F)cc2)c2nnc(-c3ccccc3)o2)CC1 (configuration not stated)	101.0	-1.1
COc1ccc(/C=C2\Oc3ccccc3N(CC(=O)N3CCN(c4ncccn4)CC3)C2=O)cc1Br	101.0	0.4
CC(C)c1ccc2oc(-c3cc(NC(=O)c4cccnc4)ccc3Cl)nc2c1	104.0	-0.3
O=C(NCCc1ccccc1)c1ccc2c(c1)N(Cc1ccc(F)cc1Cl)C(=O)CS2	107.0	0.7
CCOc1ccc(/C=C2\CC/C(=C\c3ccc(OCC)cc3)C2=O)cc1	101.0	0.2
CC(C)N(CCC(C(N)=O)(c1ccccc1)c1ccccn1)C(C)C (configuration not stated)	101.0&101.0	0.2&0.2
CC1(C)Cc2ccccc2-c2nc(NN)[nH]c(=O)c21	101.0	-0.1
CCOc1ccc2c(c1)NC(c1cccs1)=NC(c1ccc(F)cc1)=N2	102.0	-1.1
COCCc1nn2c(=O)cc(COC(=O)COc3ccc(F)cc3)nc2s1	105.0	-0.3
COc1cccc(Cn2c(=O)n(CC3CCC(C(=O)N4CCOCC4)CC3)c(=O)c3sccc32)c1 (configuration not stated)	108.0	0.5
Cc1ccc(NC(=O)c2ccc(F)c(S(=O)(=O)N3CCc4ccccc4C3)c2)cc1F	114.0	1.2
CCCCCCOc1ccc(/C=C(\C#N)C(=O)NCc2ccco2)cc1	103.0	0
O=C(COn1nnc2ccccc21)Nc1ccccc1C(=O)Nc1ccc2c(c1)OCO2	101.0	-0.3
Cc1ccc(CNc2cc(-c3nn4c(C)nnc4s3)ccc2C)s1	103.0	1
COc1cccc(-c2nn(Cc3ccccc3)cc2CNCCCn2ccnc2)c1	97.0	-0.6
CNC(=O)CC1Nc2ccccc2NC1=O (configuration not stated)	99.0	-0.5
Cn1nc(C(C)(C)C)cc1C(=O)NCc1ccc(-c2cccs2)cc1	103.0	0
COc1ccc(C)cc1NS(=O)(=O)c1ccc2c(c1)CCCN2C(C)=O	109.0	0.4
COc1ccccc1N1CCN(c2nc3ccc(C(=O)c4ccccc4)cc3n3c(C)nnc23)CC1	112.0	1.2
COc1ccc(N2C(=O)C(C)C(Cc3ccc(C)cc3)C2=O)cc1 (configuration not stated)	102.0	0.2
COc1ccc(NC(=O)c2cccnc2SC)cc1	103.0	0.7

A different layout for two compounds above.
Molecule,PV pol inh,PV pol inh FP z-score
Cc1ccc(NC(=O)c2ccc(F)c(S(=O)(=O)N3CCc4ccccc4C3)c2)cc1F,114.0,1.2
CCCCCCOc1ccc(/C=C(\C#N)C(=O)NCc2ccco2)cc1,103.0,0

Continued:
SMILES	PV pol inh	PV pol inh FP z-score
O=c1cc(-c2ccccc2)nc(SCCOc2ccccc2F)[nH]1	105.0	0.3
CCc1ccc2c(c1)CCCN2C(=O)c1ccccc1C(=O)O	102.0	0.2
CC1=C/C(=N\NC(=O)c2cc(C)oc2C)CC1	101.0	0
CCc1ccc(/C=C2\CCc3ccccc3C2=O)cc1	102.0	0.3
Cc1cc2[nH]c(=O)cc(C)n2n1	104.0	0.4
O=C1C2(Cc3ccccc3)CN3CN(C2)CC1(Cc1ccccc1)C3	101.0	-0.1
CCOC(=O)N1CCC(NC(=O)c2ccc3c(c2)sc2nc(-c4ccc(OC)cc4)cn23)CC1	103.0	0.1
Cc1ccc(S(=O)(=O)C[C@H]2O[C@@H](n3cc(I)c(=O)[nH]c3=O)C[C@@H]2O)cc1	100.0	-0.4
O=C(Oc1ccccc1OC(=O)N1CCCCC1)N1CCCCC1	104.0	0.7
CN1CCCN(C(=O)c2cccs2)CC1	101.0	-0.7
CCOC(=O)C1CCCN(C(=O)c2cc3ccccc3oc2=O)C1 (configuration not stated)	100.0	-0.2
O=C(NC1CCCCC1)Oc1ccccc1-c1nnc2n1CCCCC2	101.0	0
COc1ccc(N2CCN(c3ccc(-c4nc(-c5ccccc5C)no4)cc3[N+](=O)[O-])CC2)cc1	102.0	-1.2
CCOC(=O)c1cc2c(=O)n3ccccc3nc2n(CC2CCCO2)c1=NC(=O)c1cccc(C)c1 (configuration not stated)	107.0	0.8
COc1cccc(-c2nnc3sc(NC(C)=O)nn23)c1	99.0	-2.7
O=C(c1ccc(Br)cc1)N1CCN(CCc2ccncc2)CC1	102.0	-0.3
CC1=CN2C(=NC(C(F)(F)F)(C(F)(F)F)N=C2c2ccco2)C=C1	99.0	-0.5
Cc1onc(-c2c(Cl)cccc2Cl)c1NC(=O)NCC(c1ccc[nH]1)C(F)(F)F (configuration not stated)	102.0	-0.1
CCN1CCN(Cc2nc3cc(NC(=O)c4cccc([N+](=O)[O-])c4)ccc3n2CC)CC1	106.0	0.3
S=C(NNc1ccccc1)c1ccccc1	100.0	-0.4
COc1ccc(S(=O)(=O)NC2CCCCC2)cc1	103.0	0.3
Cn1c(=O)c2sccc2n2c(CCC(=O)N3CCN(c4cccc(Cl)c4)CC3)nnc12	100.0	-1.7
CN1C(=O)C2(c3ccccc31)C(C(=O)N1CCC3(CC1)OCCO3)CC1CCCN12 (configuration not stated)	101.0	-0.4
C#CCSc1nc2sc3c(c2c(=O)n1Cc1ccccc1)CCCC3	104.0	-0.2
CCCCN(C)S(=O)(=O)c1ccc(NC2=NS(=O)(=O)c3ccccc32)cc1	105.0	0.2

4 structures out of the list, ordered by length of the SMILES, falling:
SMILES	PV pol inh	PV pol inh FP z-score
CCCCN(C)S(=O)(=O)c1ccc(NC2=NS(=O)(=O)c3ccccc32)cc1	105.0	0.2
CC1=CN2C(=NC(C(F)(F)F)(C(F)(F)F)N=C2c2ccco2)C=C1	99.0	-0.5
O=C1C2(Cc3ccccc3)CN3CN(C2)CC1(Cc1ccccc1)C3	101.0	-0.1
O=c1cc(-c2ccccc2)nc(SCCOc2ccccc2F)[nH]1	105.0	0.3

Continued:
SMILES	PV pol inh	PV pol inh FP z-score
CCN1CCCC1CNc1ncnc2c1cnn2-c1ccc(C)cc1 (configuration not stated)	101.0	0.1
COC(=O)c1ccc(-c2ccco2)n1CC(=O)N1CCc2ccccc21	99.0	-1.4
Cc1ccc(CNC(=O)CSc2nc3ccsc3c(=O)n2-c2ccc(C(=O)O)cc2)cc1	108.0	0.5
Cc1[nH]c2ccc(CNS(=O)(=O)c3ccc(S(=O)(=O)N4CCOCC4)cc3)cc2c1C	105.0	0.8
COc1cc(/C=C/C2=NNC(=O)CC2)cc(OC)c1OC	104.0	0.7
NC(=O)N/N=C/c1cn(-c2ccccc2)nc1-c1ccccc1	100.0	0.1
COc1ccccc1CNC(=O)C1CCCN(S(=O)(=O)c2ccc(C)cc2)C1 (configuration not stated)	101.0	-0.2
CC(C)(C)C(=O)Nc1ccc(N2CCN(C(=O)c3ccco3)CC2)c(Cl)c1	101.0	-0.1
CCC(=O)N1c2ccc(S(=O)(=O)CCC(=O)Nc3ccc(C)c(F)c3)cc2CC1C (configuration not stated)	102.0	0.6
O=C(OC1CCCCC1=O)c1ccc(O)cc1 (configuration not stated)	101.0	-0.2
COc1ccc2[nH]c3ccccc3c2c1	100.0	-0.1
CCCC[n+]1cc(-c2ccccc2)nc(N2CCCCC2)n1	103.0	0
CCNC(=O)c1cccc(NC(=O)Cc2n[nH]c(=O)c3ccccc23)c1	103.0	0.2
Cc1ccc(NC(=O)C2(NC(=O)c3ccc(-n4cnnn4)cc3)CCCCC2)cc1	107.0	0.5
CCOc1cc(N2CCOCC2)c(OCC)cc1NC(=O)COC(=O)CN=C1NS(=O)(=O)c2ccccc21	103.0	0.2
Cc1ccc(S(=O)(=O)N/N=C/c2c(O)ccc3oc4c(c23)CCCC4)cc1	105.0	0.4
COc1cc(OC)cc(C(=O)Nc2ccc3c(c2)n(C)c(=O)c(=O)n3C)c1	101.0	-1.2
COCCNc1oc(-c2cccc(C)c2)nc1C#N	101.0	0

Laid out differently: results already given
mol,PV pol inh,PV pol inh FP z-score
COc1ccc2[nH]c3ccccc3c2c1,100.0,-0.1
CCCC[n+]1cc(-c2ccccc2)nc(N2CCCCC2)n1,103.0,0
CCNC(=O)c1cccc(NC(=O)Cc2n[nH]c(=O)c3ccccc23)c1,103.0,0.2
Cc1ccc(NC(=O)C2(NC(=O)c3ccc(-n4cnnn4)cc3)CCCCC2)cc1,107.0,0.5
CCOc1cc(N2CCOCC2)c(OCC)cc1NC(=O)COC(=O)CN=C1NS(=O)(=O)c2ccccc21,103.0,0.2
Cc1ccc(S(=O)(=O)N/N=C/c2c(O)ccc3oc4c(c23)CCCC4)cc1,105.0,0.4
COc1cc(OC)cc(C(=O)Nc2ccc3c(c2)n(C)c(=O)c(=O)n3C)c1,101.0,-1.2
